ELG1 genotox: qHTS screen for small molecules that induce genotoxicity in human embryonic kidney (HEK293T) cells expressing luciferase-tagged ELG1 | HEK293T ELG1-luciferase reporter, luminescence, 16 h | Potency, µM (titrated, usually from 46 µM), without a hit: at the highest dose activity change, positive = activation, actives largely listed as activators | 330,000 tested, 1.3% active; further: potency means the concentration at half of the fitted maximal effect; % of control where 0% means no effect; nearly all actives have a fitted effect of over 60% in size
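Screening used a luciferase reporter fused to human ELG1 in HEK293T cells. Luminescence was read on a CCD plate imager after 16 hr exposure and 30 min ONE-Glo incubation.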
a7 integrin act: qHTS for Activators of Integrin-Mediated Alleviation for Muscular Dystrophy. alpha7betagal myoblasts, beta-gal FDG fluorescence, 48 h. Potency, µM (highest dose often 38.3 µM), without a hit: top-dose activation, actives largely listed as activators. 350,000 tested, 0.064% active. AID 624291, 2012;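 further: potency means the concentration at half of the fitted maximal effect; 100% = response of the positive control SU9516; nearly all actives have a fitted effect of over 60% in size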
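alpha7betagal+/- myoblasts (passage 13, 250/well) treated 48 h at 37C with compounds at 1:260 dilution of DMSO stock. Lysed, then beta-galactosidase activity read as FDG fluorescence (ex 480/em 540) after 30 min, with pre-read for autofluorescence.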
B2AR arrestin: qHTS assay of beta-arrestin-biased ligands of beta2-adrenergic receptor | Beta-2 adrenergic receptor (Homo sapiens), P07550 | beta-arrestin recruitment to beta2AR, cell-based reporter | Potency, µM (top dose mostly 46.1 µM), without a hit: at the top dose activation, hits mostly activators | 330,000 tested, 0.02% active | AID 492947, 2010;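 further: potency means the concentration at half of the fitted maximal effect; 0% = DMSO controls and full agonism = EC100 isoproterenol or metaproterenol; nearly all actives have a fitted effect of over 65% in size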
p53 reactivation: qHTS assay for re-activators of p53 using a Luc reporter. Potency, µM (doses to about 92.2 µM), without a hit: top-dose activity change, positive = activation, usual class: activators. 320,000 tested, 0.063% active. AID 504706, 2011. H1299 p53-A138V BP100-luciferase reporter, luminescence, 24 h; further: potency means the concentration at half of the fitted maximal effect; % of control where 0% means no effect; nearly all actives have a fitted effect of over 45% in size
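p53-null H1299 cells stably carrying temperature-sensitive p53-A138V and a BP100-luciferase reporter were pinned with compounds (4-point, 1:5 series) and held 24 hrs at 37 deg C. Luminescence was read 10 min after detection reagent.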
BRCA1 expr up: qHTS Assay to Identify Small Molecule Activators of BRCA1 Expression | Potency, µM (series often up to 46.1 µM), for inactives: at the highest dose activation, usual class: activators | MCF7-BRCA1-FFLuc reporter, luminescence, 48 h; response scale: scaled: vehicle 0%, 10 µM genistein 100% | 380,000 tested, 1.1% active; further: potency means the concentration at half of the fitted maximal effect; nearly all actives have a fitted effect of over 80% in size; some results filed as inactive show a strong effect at the top dose
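First, MCF7-BRCA1-FFLuc cells (2000/well) attach for 2 h; next, compounds are pin-added and incubated 48 h at 37 °C; finally, luciferase reagent is added and luminescence read after 15 min.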
Eya2 inh: qHTS Assay for Inhibitors of the Phosphatase Activity of Eya2. Potency, µM (highest dose often 76.9 µM), for inactives: top-dose activity, negative = inhibition, most hits filed as inhibitors. AID 488837, 2010. 330,000 tested, 0.006% active. Protein phosphatase EYA2 (Homo sapiens), O00167. recombinant Eya2, OMFP fluorescence dephosphorylation (OMFP is methylfluorescein phosphate); further: potency means the concentration at half of the fitted maximal effect; on the % scale 0 is the no-effect control and ±100 the full control effect
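Eya2 (0.2 uM) preincubated 10 min at ambient with compound, then OMFP substrate added at 50 uM; 10 min reaction in 50 mM HEPES pH 7.5, 50 mM NaCl, 5 uM MgCl2, 0.05% BSA, 1 mM DTT. Fluorescence read at Ex 485/Em 525 nm.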
TRPV1 ag: HTS Assay for Compounds that Act as Agonists of the Vanilloid Receptor 1; TRPV1-expressing cells, Fluo-8 calcium influx, agonist mode; activation, % at 8.33 µM; 320,000 tested, 0.19% active; in the data active means activation above about 80%; inconclusive means between about 30% and that limit; further: 0% is about no effect
Target sequence (Q8NER1 whole entry, looked up): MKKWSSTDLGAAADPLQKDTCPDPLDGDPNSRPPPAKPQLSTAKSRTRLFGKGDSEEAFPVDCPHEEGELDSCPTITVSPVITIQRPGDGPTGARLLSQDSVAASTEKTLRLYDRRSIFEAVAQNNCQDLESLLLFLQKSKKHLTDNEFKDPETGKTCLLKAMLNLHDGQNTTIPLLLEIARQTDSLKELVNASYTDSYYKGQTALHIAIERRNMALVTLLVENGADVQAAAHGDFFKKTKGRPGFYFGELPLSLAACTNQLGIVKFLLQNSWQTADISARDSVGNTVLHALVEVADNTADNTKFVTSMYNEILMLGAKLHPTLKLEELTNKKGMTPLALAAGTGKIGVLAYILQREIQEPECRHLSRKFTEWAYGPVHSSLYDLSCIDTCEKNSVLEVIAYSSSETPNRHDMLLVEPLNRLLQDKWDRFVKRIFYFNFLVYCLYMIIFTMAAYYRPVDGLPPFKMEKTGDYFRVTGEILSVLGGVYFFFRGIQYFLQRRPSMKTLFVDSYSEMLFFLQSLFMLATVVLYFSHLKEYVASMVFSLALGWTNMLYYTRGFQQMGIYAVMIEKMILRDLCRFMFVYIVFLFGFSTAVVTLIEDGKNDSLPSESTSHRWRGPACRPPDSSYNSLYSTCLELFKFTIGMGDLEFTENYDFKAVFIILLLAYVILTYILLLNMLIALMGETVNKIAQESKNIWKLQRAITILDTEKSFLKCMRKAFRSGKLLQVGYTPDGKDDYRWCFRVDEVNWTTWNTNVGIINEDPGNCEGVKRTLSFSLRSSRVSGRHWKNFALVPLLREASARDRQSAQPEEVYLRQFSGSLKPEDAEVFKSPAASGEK
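TRPV1-expressing cells were cultured overnight at 35.5C and loaded with Fluo-8 calcium dye for 40 to 90 min at room temperature. After a 10 s baseline, compound was added and calcium influx was read kinetically for 3 min (ex 480/em 520 nm).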
TSG101-PTAP inh: qHTS Assay for Iinhibitors of HIV-1 Budding by Blocking the Interaction of PTAP/TSG101; Fluorescence polarization, FITC-PTAP peptide / Tsg101 binding; Potency, µM (doses to about 115 µM), without a hit: at the top dose activity change, negative = inhibition, most hits filed as inhibitors; 340,000 tested, under 10 active; AID 493005, 2010; active means well fitted inhibition curve with a large enough effect in the main read-out, with a control signal flat, not every such curve was filed as active; inconclusive means small, poorly fitted or top-dose-only effect, or effect the other way, or a change in a side signal; inactive means no such curve, though single readings can be large or run the other way; further: potency means the concentration at half of the fitted maximal effect; % of control where 0% means no effect
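FP read-out: FITC-PTAP peptide, 50 nM final, binding Tsg101 binding domain, 10 uM final; 20 min, r.t.; 10 mM HEPES pH 7.5, 0.15 M NaCl, 0.01% Tween 20, 3 mM EDTA, 0.1 mM TCEP.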
ASM inhibitor: Inhibitors of Secretory Acid Sphingomyelinase (S-ASM): qHTS | Sphingomyelin phosphodiesterase (Homo sapiens), P17405 | placental ASM, HMU-PC fluorogenic substrate, 60 min | Potency, µM (titrated, usually from 57.5 µM), without a hit: top-dose activity change, negative = inhibition, hits mostly inhibitors | 340,000 tested, 0.006% active; further: potency means the concentration at half of the fitted maximal effect
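Human placenta-derived ASM enzyme was preincubated with compound for 10 minutes at room temperature, then given fluorogenic substrate HMU-PC0 (9 uM final) for 60 minutes at 37 °C; a pH 10 stop preceded fluorescence reading at Ex 386/Em 447 nm.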
uPA surface inh: qHTS for Inhibitors of Cell Surface uPA Generation; cell surface uPA generation assay, qHTS; Potency, µM (titrated, usually from 38.3 µM), for the others: top-dose activity change, negative = inhibition, most hits filed as inhibitors; 330,000 tested, 0.31% active; AID 540303, 2011; active means well fitted inhibition curve with a large enough effect; inconclusive means small, poorly fitted or top-dose-only effect; inactive means no such curve, though single readings can be large or run the other way; tested in mouse RAW 264.7 cells; further: potency means the concentration at half of the fitted maximal effect; on the % scale 0 is the no-effect control and ±100 the full control effect; nearly all actives have a fitted effect of over 55% in size
USP2a block: qHTS Assay for Inhibitors of Ubiquitin-specific Protease USP2a Using CHOP2 as the Reporter; USP2 core, Ub-CHOP2 coupled fluorogenic reporter, 485/531; 330,000 tested, 0.01% active; Potency, µM (top dose mostly 38.3 µM), for the others: at the highest dose activity change, negative = inhibition, hits mostly inhibitors; Ubiquitin carboxyl-terminal hydrolase 2 (Homo sapiens), O75604; AID 463254, 2010;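 further: potency means the concentration at half of the fitted maximal effect; plate controls were DMSO wells for no effect and full inhibition by NEM control for full effect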
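Cell-free coupled assay: 10nM USP2 core preincubated 30min RT with compound in Tris-HCl pH 8.0/CaCl2/CHAPS buffer, then 25nM Ub-CHOP2 and 25nM reporter substrate; fluorescence (Ex 485/Em 531) read after 60min RT, normalized to NEM inhibition, concentration-response curves fitted.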
An asterisk follows results filed as active; ? = inconclusive; · = not tested or not shown; [ ] = another dose, or the depositor's remark. Unless noted, the call rests on the fitted dose curve; in most records, active means well fitted curve in the direction sought with a large enough effect; inconclusive means small, poorly fitted or top-dose-only effect, or another doubt; inactive means no such curve, though single readings can be large; an effect the other way counts as inactive or inconclusive.

SMILES	ELG1 genotox	a7 integrin act	B2AR arrestin	p53 reactivation	BRCA1 expr up	Eya2 inh	TRPV1 ag	TSG101-PTAP inh	ASM inhibitor	uPA surface inh	USP2a block
CCCNC(=S)N1CCC(Cc2ccccc2)CC1	-8.9%	-57.7%[inhibitor]	-0.2%	0.3%	-0.6%	-3.1%	26.5	0.9%	-6.0%	0.6%	1.8%
Cc1ccc(NC(=S)NCC2CCN(C(C)c3ccccc3)C2)cc1 (stereo not drawn)	-0.7%	-44.6%	?	12.3%	-3.4%	-0.6%	-2.1	-0.1%	-1.9%	-0.1%	1.3%
Cn1c(SCC(=O)NCCN2C(=O)CSC2=O)nc2ccccc2c1=O	0.0%	0.2%	-0.6%	-0.7%	-0.5%	0.1%	4.0	-5.6%	4.8%	-1.0%	0.3%
Cc1ccc(C)c(C2C(=O)c3ccccc3C2=O)c1	-2.9%	-3.8%	-1.0%	-1.2%	-2.2%	-16.5%	3.9	-3.5%	6.1%	2.2%	-6.4%
COc1ccc(OC)c(NC(=O)COC(=O)CCNc2ccccc2OC)c1	3.8%	0.0%	-0.1%	-2.8%	-8.0%	-17.3%	·	-6.4%	2.6%	0.6%	-6.7%
COCOc1ccc(/C=C/C(=O)c2c(O)cc(OCOC)cc2OCOC)cc1	·	-1.3%	·	·	-15.1%	·	·	1.0%	16.3%	?	·
Cc1nnc(SCC(=O)Nc2ccc(C(N)=O)cc2)n1-c1ccccc1	1.5%	-14.4%	-0.2%	-2.2%	-14.4%	11.0%	3.1	-1.5%	-1.5%	7.8%	-0.8%
Cc1cc(C)cc(N(CC(=O)NCC2CCCO2)C(=O)CN2C(=O)COc3ccccc32)c1 (stereo not drawn)	-4.8%	-18.0%[7.66 µM]	0.1%	-12.1%	0.0%	25.1%	7.7	-3.7%	1.0%	·	1.4%
CCn1cc(Br)c(C(=O)Nc2ccc(Cl)c(Cl)c2)n1	?	0.0%	0.0%	?	0.5%	1.1%	?	-4.2%	-11.9%	-2.1%	4.0%
c1ccc2c(-c3cncc4ccccc34)cncc2c1	·	-14.9%	·	·	-13.8%	·	·	0.0%	-0.9%	7.3%	·
O/N=C/C1=C(Cl)c2ccccc2CC1	-0.2%	9.7%	0.0%	-4.2%	30.5%	-8.4%	1.4	-1.6%	15.3%	2.9%	3.1%
COc1ccccc1Cc1nc(-c2ccc(Br)o2)no1	9.2%	7.4%	3.3%	18.4%	0.3%	24.0%	·	-4.2%	-0.9%	-5.4%	-1.1%
Cc1ccccc1NC(=O)/C=C/c1ccc([N+](=O)[O-])s1	?	-53.0%[inhibitor]	-0.3%	-35.4%[inhibitor]	-105.6%[inhibitor]	-8.2%	17.8	-3.8%	-0.6%	-9.8%	3.8%
CC(=O)Nc1nnc(-c2ccc3c(c2)CCCC3)o1	?	-5.3%	0.3%	?	?	6.7%	·	-0.8%	-0.6%	?	0.0%
O=C(CN1C(=O)S/C(=C\c2ccc(F)cc2)C1=O)Nc1cccc(S(=O)(=O)NCc2ccco2)c1	-0.1%	25.3%	-0.7%	11.7%	-11.1%	2.4%	26.4	-0.2%	-13.6%	-5.7%	-12.6%
COc1ccc(C(=O)O)cc1NCc1ccc(C)s1	2.0%	-8.8%	-0.4%	-9.8%	22.3%	-2.9%	-2.4	3.1%	5.5%	3.0%	1.0%
O=C(CSc1ncnc2c1cnn2-c1ccc(F)cc1)NCC1CCCO1 (stereo not drawn)	2.1%	21.9%	-0.2%	9.4%	-14.0%	-7.5%	0.5	0.7%	1.1%	-12.6%	0.2%
Cc1ccc2c(c1)N(CCCC(=O)NCc1cccnc1)C(=O)CO2	1.5%	-3.5%	-2.2%	-0.9%	-8.4%	3.1%	-3.6	-1.2%	2.2%	5.7%	1.8%
COc1ccc(CCN2CCCC(CN(C)C(=O)c3ccoc3C)C2)cc1 (stereo not drawn)	15.6%	-1.4%	-0.4%	16.9%	-8.6%	-0.3%	19.7	2.3%	3.0%	0.8%	0.5%
Cc1cc(NC(=O)CN2CCCC(C)C2)no1 (stereo not drawn)	7.9%	-15.4%	0.1%	5.8%	-19.9%	-1.7%	11.3	-7.1%	-0.9%	0.6%	1.7%
CCOC(=O)CNC(=O)N1c2ccccc2Sc2ccccc21	-0.7%	12.2%	10.9%	-0.6%	-0.5%	-3.9%	0.7	-5.8%	2.3%	0.6%	3.5%
CCOC(=O)c1sc2nc(C)c3c(c2c1N)CC(C)(C)OC3	3.6%	25.3%	0.3%	-5.6%	-6.6%	1.1%	-2.9	-0.8%	·	-4.4%	0.2%
Cc1ccc(C(=O)Nc2nnc(-c3ccco3)o2)cc1C	20.0%	-35.0%	8.1%	?	-2.5%	-1.8%	-2.1	-2.8%	5.4%	-6.0%	2.2%
CCCC(=O)NC(=S)Nc1ccccc1C(=O)OC	0.1%	31.3%	0.5%	-5.3%	2.5%	3.3%	-1.7	2.2%	3.5%	5.9%	2.7%
CCOc1ccc(Br)cc1CC(=O)O	·	10.8%	·	·	-6.5%	·	·	-5.4%	-0.9%	1.6%	·
CN(C)c1nccc(N(Cc2ccccc2)Cc2ccccc2)c1C#N	-1.2%	16.0%	0.4%	?	68.7%	-2.1%	0.7	-1.2%	-2.2%	-9.0%	-14.5%
COc1ccccc1CCNC(=O)C1CCCO1 (stereo not drawn)	-1.2%	24.1%	-0.1%	1.0%	2.5%	19.4%	6.3	-9.0%	1.3%	·	2.5%
Cc1c(/C=N/NC(=O)COc2ccccc2[N+](=O)[O-])c2ccccc2n1C	4.2%	-15.2%	-0.5%	1.7%	-49.9%	0.2%	-7.9	-2.5%	-6.6%	?	0.5%
Cc1cc(C)cc(C(=O)NCC(=O)OCC(=O)NCC(F)(F)F)c1	0.5%	36.0%	-0.8%	-0.4%	-0.1%	9.6%	0.9	-2.0%	-0.8%	0.8%	3.5%
c1ccc(CSc2nnc(-c3ccccn3)n2-c2ccccc2)cc1	-5.2%	16.8%	0.2%	-5.0%	-7.1%	7.1%	20.2	-2.4%	1.6%	4.9%	4.8%
CCOCc1nnc(NC(=O)C2CC(=O)N(C3CCCC3)C2)s1 (stereo not drawn)	2.4%	0.0%	-0.3%	3.1%	1.8%	1.4%	-1.4	-0.3%	-4.3%	-1.2%	1.1%
Cc1cccc(OCC(=O)N/N=C\c2cccn2C)c1C	-2.6%	-13.2%	-0.2%	1.2%	-1.3%	-5.9%	?	-1.7%	-2.2%	-0.3%	-0.2%
O=C(CN1CCN(C(=O)CNC(=O)c2ccc3c(c2)OCO3)CC1)Nc1ccc(F)cc1	-1.0%	-33.9%	-0.8%	-1.6%	0.8%	9.3%	1.5	-0.7%	1.1%	-34.3%	2.2%
COc1ccc(CCNC(=O)CN(C2CCCCC2)S(C)(=O)=O)cc1OC	-15.9%	25.0%	-0.2%	?	5.3%	14.8%	-2.1	-4.7%	-1.6%	2.5%	0.3%
Nc1cccnc1Sc1cc(Cl)cc(Cl)c1	0.8%	-10.2%	-0.1%	-3.4%	1.0%	-28.7%	3.5	-3.5%	-1.3%	-0.5%	3.8%
CCOc1cc(NC(=O)c2ccco2)c(OCC)cc1NC(=O)CCc1ccccc1OC	-11.3%	-31.8%	-0.3%	1.5%	-11.0%	3.1%	11.3	0.7%	-1.4%	10.0%	1.0%
COc1cc(C(=O)NNC(=O)COc2ccc(C)cc2)ccc1OCC(=O)N1CCOCC1	-3.5%	4.6%	0.2%	8.3%	0.1%	4.3%	-2.8	-5.5%	-3.1%	11.1%	0.5%
O=C(Cc1ccccc1)N1CCC(C(=O)N2CCN(c3ccc(F)cc3)CC2)CC1	-1.5%	0.0%	-0.5%	-0.3%	-3.2%	17.4%	·	0.1%	-2.2%	-2.5%	-0.6%
